ADAM17 inh: inhibitors of human ADAM17; P78536; recombinant ADAM17, EDANS/DABCYL FRET peptide cleavage; inhibition, % at 6.95 µM; hit rate 0.83% among 370,000; AID 720648;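 active means inhibition above the mean of compounds lying between control limits plus 3 SD, set per campaign, cut at about 8.5% in these data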;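 further: 0% = DMSO-only wells as the low control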
sPLA2-III inh: Inhibits HGIII-sPLA2 liposome hydrolysis, primary screen; Q9NZ20; QFRET BODIPY PC-A2 liposome hydrolysis, fluorescence; inhibition, % at 12.2 µM; hit rate 0.56% among 370,000; AID 743126;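 active means inhibition above mean plus 3 SD of compounds lying within the high and low control bounds, cut at about 19% in these data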;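 further: 0% = median of test compound wells and 100% = no enzyme DMSO wells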
hgDAF12 agonist: activates the H. glycines DAF-12 receptor ligand-binding domain; HEK293 GAL4-hgDAF12 UAS-luciferase reporter, agonist luminescence; normalized to butyrate control; activation, % at 6.8 µM; hit rate 1.8% among 370,000;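 active means activation above a cutoff set at the mean of all screened compounds plus 3 SD, cut at about 10% in these data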;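 further: 0% = DMSO wells and 100% = sodium butyrate wells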
FXN GAA850 act: activators of GAA850 frataxin (FXN) promoter. HEK293 lucGAA850 FXN promoter luciferase reporter, 24 h; percent of 10 µM SAHA response. activation, % at 6 µM. hit rate 0.56% among 360,000. AID 540364;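 active means activation above the average of all compounds screened plus 3 SD, cutoff fixed separately per campaign, cut at about 7.5% in these data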;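 further: 0% = DMSO wells and 100% = 10 µM SAHA wells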
hcDAF-12 act: H. contortus DAF-12 activation, primary screen; activation, % at 6.8 µM; hit rate 1.4% among 370,000; HEK293 hcDAF-12 lit1-tk-luc reporter, luminescence; 0% DMSO, 100% Δ7-dafachronic acid;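 active means activation above the mean of all tested compounds plus 3 SD, cut at about 5.5% in these data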;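 further: 100% = response to 3 µM Δ7-dafachronic acid high control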
ssDAF-12 act: activators of S. stercoralis DAF-12 nuclear receptor; activation, % at 6.8 µM; HEK293 ssDAF-12/GRIP1 lit1-tk-luc reporter, luminescence; % of 3 µM dafachronic acid response; hit rate 1% among 370,000; AID 652126;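 active means activation above the mean over all tested compounds plus 3 SD, cut at about 0.9% in these data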;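 further: 0% = DMSO-only wells and 100% = 3 µM delta7-dafachronic acid wells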
DAX1 inh-1: NR0B1 (DAX1) inhibition. P51843. HEK293 Gal4-DAX1 luciferase reporter, luminescence. inhibition, % at 6.75 µM. hit rate 0.99% among 340,000. AID 504766;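 active means inhibition above the mean over all tested compounds plus 3 SD, cut at about 4.2% in these data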;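 further: 0% = DAX1-transfected cells with DMSO and 100% = empty-vector control cells with DMSO; inhibition shows as a rise in luminescence from relieved DAX1 repression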
Target sequence (P51843 207-470 limits assumed): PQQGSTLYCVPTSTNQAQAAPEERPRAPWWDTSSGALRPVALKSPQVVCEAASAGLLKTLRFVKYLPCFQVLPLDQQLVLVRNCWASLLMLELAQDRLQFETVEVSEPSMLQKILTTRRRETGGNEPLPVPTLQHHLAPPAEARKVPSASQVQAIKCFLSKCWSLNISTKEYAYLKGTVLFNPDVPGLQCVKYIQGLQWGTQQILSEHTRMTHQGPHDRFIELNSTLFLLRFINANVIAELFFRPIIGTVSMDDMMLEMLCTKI
PLCb3 inh: PLC-beta3 (human) inhibition, primary screen. Q01970. Purified PLC-beta3, fluorogenic substrate, fluorescence. inhibition, % at 12.2 µM. hit rate 0.18% among 370,000. AID 720704; in the data active means inhibition above about 11%;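 further: 0% = median of compound wells on plate and 100% = full blocker control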
PLCg1 inh: inhibitors of human phospholipase C gamma1 | purified PLC-gamma1, fluorogenic substrate, fluorescence | inhibition, % at 12.2 µM | P19174 | hit rate 0.84% among 370,000; in the data active means inhibition above about 9.5%
DAX1 inh-2: DAX1 (NR0B1) inhibition, primary screen. HEK293T StAR-luciferase reporter, SF-1/DAX-1 repression relief. hit rate 1.1% among 370,000. AID 652010. inhibition, % at 6.8 µM;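 active means inhibition above the mean over all tested compounds plus 3 SD, cut at about 3.6% in these data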;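 further: 0% = DAX-1 cells with DMSO and 100% = cells lacking DAX-1 with DMSO; higher inhibition means more luminescence from relief of DAX-1 repression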
ADAM10 inh: inhibits human ADAM10; recombinant ADAM10, EDANS/DABCYL FRET peptide cleavage, 3 h; inhibition, % at 7 µM; O14672; hit rate 0.62% among 370,000; AID 720582;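 active means inhibition above a per-campaign cutoff equal to the mean of compounds falling between control-based bounds plus 3 SD, cut at about 20% in these data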;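 further: 0% = DMSO wells while the 100% control is not disclosed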
Target sequence (O14672 214-748 limits assumed): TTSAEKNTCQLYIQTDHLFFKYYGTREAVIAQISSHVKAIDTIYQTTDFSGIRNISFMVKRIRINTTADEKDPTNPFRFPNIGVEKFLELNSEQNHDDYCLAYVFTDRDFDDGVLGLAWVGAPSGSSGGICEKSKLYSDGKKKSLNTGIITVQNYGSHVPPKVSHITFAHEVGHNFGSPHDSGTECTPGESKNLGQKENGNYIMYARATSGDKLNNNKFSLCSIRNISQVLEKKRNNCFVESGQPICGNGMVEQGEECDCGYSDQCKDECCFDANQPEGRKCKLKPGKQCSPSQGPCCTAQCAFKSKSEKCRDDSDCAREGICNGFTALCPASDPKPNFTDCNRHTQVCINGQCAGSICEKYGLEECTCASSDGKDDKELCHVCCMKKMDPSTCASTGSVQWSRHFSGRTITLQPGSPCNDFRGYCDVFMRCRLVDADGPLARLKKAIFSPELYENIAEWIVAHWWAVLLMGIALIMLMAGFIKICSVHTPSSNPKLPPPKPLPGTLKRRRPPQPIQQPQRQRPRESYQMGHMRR
* = called active by the depositor; i = inactive; · = no result given. Rows are unselected, and some 6.9% of all compounds hit somewhere here.

SMILES,ADAM17 inh,sPLA2-III inh,hgDAF12 agonist,FXN GAA850 act,hcDAF-12 act,ssDAF-12 act,DAX1 inh-1,PLCb3 inh,PLCg1 inh,DAX1 inh-2,ADAM10 inh
CCC(=O)Nc1ccc(S(=O)(=O)N2CCN(c3ccc(F)cc3)CC2)cc1,3,2,4.2,1.9,2.8,0.3,-0.7,6,4,-0.7,1
CCOC(=O)N1C2=NC(C(=O)OC)=C(C(=O)OC)[C@@H]3Nc4ccccc4[C@]23C[C@H]1C(=O)OC,-3,2,-0.2,0.3,-0.9,-1.0,0.3,3,2,0.3,0
COC(=O)NNC1=CC(=O)CC(C)(C)C1,-1,5,-4.2,-1.2,0.9,-0.6,0.4,-5,-2,-0.1,-9
Cc1cccc(C)c1OCc1nnc(SCC(=O)Nc2ccc(N3CCOCC3)cc2)o1,1,-4,-0.5,-0.8,-0.1,-0.7,0.0,-3,-2,-0.3,1
COc1ccc(-c2cc(C(=O)N(C)CC(=O)Nc3cccc(F)c3)c3ccccc3n2)cc1,-167,-8,-0.4,-1.7,-0.3,-1.1,-2.4,i,i,-0.2,i
CCCNC(=O)C(Cc1cccc(Cl)c1)NC(=O)c1ccccc1 (centres undefined),4,9,4.0,1.3,-1.1,-1.3,0.2,14*,5,0.6,10
COc1ccccc1NC(=O)Nc1ccc(-n2ccc(C(F)(F)F)n2)cc1,7,-9,5.0,3.6,0.2,-1.6,0.5,-8,4,1.3,30*
O=C(Nc1ccc2c(c1)OCO2)C1CCN(C(=O)c2ccc(Br)cc2)CC1,0,-8,-0.3,2.7,4.3,-1.5,0.9,-3,-2,-0.4,1
Cc1ccc(C)c(NC(=S)N/N=C2/CCCCc3ccccc32)c1,2,14,-0.4,0.4,0.5,-0.9,-1.3,2,2,-0.6,17
COc1ccc(C(=O)COC(=O)c2ccn(C)n2)cc1,-4,-1,9.7,2.6,2.4,-0.2,0.0,-4,-1,0.5,-6
CCC1(c2ccc(F)cc2)NC(=O)N(CC(=O)N(CCC#N)c2ccccc2)C1=O (centres undefined),1,-3,1.9,-0.4,-2.1,-1.2,-0.6,-7,-2,-0.8,-9
COc1cccc(C2c3[nH]c4ccccc4c3C[C@H]3C(=O)N(c4ccccc4C(=O)NCCCN4CCOCC4)C(=O)N23)c1 (some centres undefined),-1,-17,-1.2,-6.5,5.7*,-0.6,-0.9,-1,-2,-0.5,3
CSc1sc(C(=O)NNC(C)=O)c2c1C1(CCC2)SCCS1,-2,-1,-3.1,3.3,-1.9,-1.0,-1.7,-7,2,-0.2,-6
COc1ccc(OC)c(C2CC(=O)NC(SC)=C2C#N)c1 (centres undefined),-2,1,1.0,0.8,1.6,-1.1,0.7,-4,-2,-0.4,-7
COc1ccc(N(CC(=O)NCc2ccccc2C)S(=O)(=O)c2ccccc2[N+](=O)[O-])c(OC)c1,3,-7,-3.0,-3.3,-1.3,-0.9,-1.3,-3,0,-0.4,-2
COC(=O)c1ccc(/C(O)=C(\C#N)c2nc3ccccc3s2)cc1,-3,1,4.9,4.5,4.6,0.4,0.6,-24,-21,1.1,3
CC(CCc1ccccc1)NC(=O)c1ccc(C(=O)NC(C)CCc2ccccc2)cc1 (centres undefined),-3,1,0.8,0.4,5.4,0.1,0.4,-2,0,0.8,-11
CCCCC(=O)Nc1ccc2c(c1)oc1ccccc12,0,1,9.8,4.2,0.7,0.3,1.1,1,-3,2.1,5
CCc1ccc(S(=O)(=O)/N=C2\C=C(NS(=O)(=O)c3ccccc3)C(=O)c3ccccc32)cc1,-4,1,0.3,3.1,4.1,0.4,-1.2,-10,0,-0.4,0
Cc1c(Br)c([N+](=O)[O-])nn1C(C)C(=O)Nc1ccc2c(c1)OCO2 (centres undefined),0,-6,0.2,-1.3,0.6,-1.3,-0.9,6,1,-0.1,2
CCCC(=O)N1CCCC(C(=O)c2ccc(OC)c(OC)c2)C1 (centres undefined),-2,2,-0.3,2.6,-0.5,-1.3,0.6,0,3,0.3,-2
CCOC(=O)c1c(C)n(C)c2ccc(OC(C)C(=O)OC)cc12 (centres undefined),-8,2,4.2,2.9,-0.5,-0.5,-0.3,5,1,-0.8,6
CC(OC(=O)c1ccc2c(=O)n3c(nc2c1)CCC3)C(=O)Nc1ccc(C(N)=O)cc1 (centres undefined),-25,3,0.7,-2.0,-1.5,-0.4,0.3,-38,-88,1.2,-81
COc1ccc(-c2nnc(-c3cccs3)o2)cc1OC,-109,-1,12*,4.8,1.0,0.0,1.1,i,-440,2.6,-354
CCS(=O)(=O)N1CCC(C(=O)NCc2cc(OC)ccc2OC)CC1,-2,2,1.0,1.0,-0.2,-0.8,-0.7,-1,-3,-0.1,3
Cc1cc(=O)oc2cc(OCC(=O)N3CCC(C(N)=O)CC3)ccc12,-38,-2,-2.2,1.0,-0.8,-1.4,1.2,-6,-6,-0.1,-163
CCCn1nc(C(=O)NNC(=O)CSC(C)C(=O)Nc2cc(C)on2)c2ccccc2c1=O (centres undefined),1,2,-1.6,1.7,-1.7,-0.8,0.6,-10,-2,1.4,-11
Cc1ccc2c(COC(=O)c3c(C)noc3C)cc(=O)oc2c1,-5,-5,2.5,2.2,-2.2,-1.9,1.0,-6,0,0.3,-5
CCCCCN(C(=O)CCC(=O)OC(C)C(=O)NC1CCCCC1)c1c(N)n(CCCC)c(=O)[nH]c1=O (centres undefined),3,7,-0.9,-0.8,2.2,-0.6,-0.8,5,3,0.9,7
NC(Cc1ccc(Cl)cc1)c1csc(Nc2cc(NCCCO)ncn2)n1 (centres undefined),-2,9,-0.7,-0.5,-0.2,-0.8,·,-3,-1,1.4,-2
Fc1cccc(Cl)c1CNCc1ccccc1Cl,-4,6,1.9,-1.6,-0.2,-1.6,-0.3,0,1,0.6,10
O=C(CCCn1cnc([N+](=O)[O-])n1)Nc1ccc(Cl)c(Cl)c1,-2,-8,-2.9,1.3,-0.3,-1.3,1.4,7,4,-0.4,3
CC(=O)C1=C(O)C(=O)N(c2cccnc2)C1c1ccc(Cl)cc1 (centres undefined),-5,4,-0.8,-0.3,-1.4,-1.5,-0.2,-17,-17,0.2,-24
CCCNC(=O)NC(=O)COC(=O)CNS(=O)(=O)/C=C/c1ccccc1,0,4,5.0,-0.1,0.4,-1.3,2.7,4,2,-0.1,2
Cc1cccc(CCNC(=O)CN(C)S(=O)(=O)c2ccc3c(c2)c(=O)n(C)c(=O)n3C)c1,0,-5,0.5,1.4,-0.8,-1.5,-0.1,4,-1,0.2,-2
Nc1ncnc2nc(SCC(=O)Nc3cccc(C(F)(F)F)c3)[nH]c12,-2,-12,-1.2,0.9,-1.2,-0.8,-0.5,-8,-3,0.3,-5
COCCNc1ccc(N2C(=O)CCCC2=O)cc1[N+](=O)[O-],-1,1,1.9,0.6,0.9,-1.1,-2.5,-3,2,0.2,-3
CCOC(=O)CN1C(=O)S/C(=C/c2ccc(O)c([N+](=O)[O-])c2)C1=O,-1,9,-0.6,2.1,1.3,-1.9,5.9*,1,1,-0.7,6
COc1cccc(NC(=O)CN(C)S(=O)(=O)c2ccc3c(c2)NC(=O)CS3)c1,1,-18,-1.8,-1.4,0.7,-1.1,-0.5,6,5,-1.6,6
COc1ccc(-c2nnc(OCc3nc4ccccc4n3C)c3ccccc23)cc1,1,-8,-4.2,6.2,-1.7,-1.1,0.5,-1,-3,-0.8,-3
COc1ccc(/C=N/NC(=O)CN(Cc2ccccc2)S(=O)(=O)c2ccc3c(c2)OCCO3)cc1,1,-6,-0.9,1.1,-2.6,-0.8,-1.1,-2,2,-0.4,8
OCCN(C=NC1=NN(c2cccc(C(F)(F)F)c2)CC1)CCO,-4,6,2.2,2.9,0.0,-1.1,0.4,0,0,-0.3,-20
CCCc1c(C(=O)NNc2cc(C(F)(F)F)ccc2Cl)cnn1-c1ccccc1,0,7,1.6,-1.3,0.8,-1.4,2.1,-6,5,0.3,10
COC(=O)[C@]12CCCCC=C1N(Cc1cccc3ccccc13)C(=O)[C@H](CC(=O)NCc1ccc(OC)c(OC)c1)C2,-1,-11,-16,·,-5.7,-2.8,·,-7,1,-8.4,-4
COCCCn1c(-c2ccsc2)nc2c1c(=O)[nH]c(=O)n2Cc1ccccc1,0,-1,-1.1,-0.7,-1.1,-0.9,-1.4,-3,3,-0.4,-16
O=C(N[C@H](Cc1ccccc1)C(=O)NCC1CCCO1)[C@H]1O[C@@H](n2ccc(=O)[nH]c2=O)[C@H](O)[C@@H]1O (some centres undefined),3,4,3.1,·,0.7,-1.1,·,5,7,1.1,3
CCc1ccc(Cn2nnc(C(=O)NCc3ccccc3OC)c2N)cc1,-2,-2,0.1,1.3,0.5,-0.8,0.4,0,0,0.5,-6
Cc1ccc(-n2ncc3c(=O)[nH]c(SCC(=O)N4CCCc5ccccc54)nc32)cc1,-3,0,-0.2,0.3,-1.9,-1.1,1.7,1,2,-0.3,-6
CSc1ccc(/C=C(/NC(=O)c2ccco2)C(=O)N2CCOCC2)cc1,-4,0,-1.6,-0.2,-1.2,-1.0,0.7,-23,-11,-0.3,-9
O=C1NC(c2ccccc2)=C(c2ccc3ccccc3n2)C(c2ccc(F)cc2)N1 (centres undefined),-5,-7,-1.9,4.7,2.9,-0.4,0.4,-31,-26,-0.5,-21
CCCCSc1nnc(-c2ccc(NC(C)=O)cc2)n1C,0,4,-0.7,-0.1,-2.1,-1.2,0.5,-1,-1,0.7,-5
Cc1c(Cl)cccc1NC(=O)CSc1ccc(-c2cccnc2)nn1,-2,-5,0.8,0.6,-1.4,-1.6,-0.9,-4,1,0.0,4
Nc1c(C(=O)N2CCOCC2)sc2nc3c(cc12)CCCC3,-5,1,14*,-4.1,6.9*,0.1,-3.0,-66,-49,2.5,-8
Cc1onc(-c2ccc(Cl)cc2)c1-c1ccn(S(=O)(=O)c2ccccc2Cl)n1,3,-5,6.0,·,-0.1,-1.9,·,0,-1,-0.6,6
O=C(CSC1=NS(=O)(=O)c2cc(F)ccc2N1)NCc1ccc(F)cc1,0,-9,0.1,-1.2,0.5,-0.6,0.2,-7,0,1.2,-6
CCOC(=O)C1C(=O)CC(C)(O)C(C(=O)OCC)C1c1ccc(OC)cc1 (centres undefined),-4,-2,-3.3,-0.9,0.1,-0.7,1.3,1,-2,-0.8,-2
COc1cc(Cl)c(C)cc1NC(=O)COC(=O)c1ccc(CN2CCCC2=O)cc1,2,14,-3.1,1.5,-0.6,-1.3,0.2,-6,0,-1.5,-17
